D2 potentiator – HTS Assay for Positive Allosteric Modulators of the Human D2 Dopamine Receptor: Primary Screen for Potentiators | HEK293 T-REx D2, calcium flux, EC20 dopamine potentiation | 340,000 compounds, 0.34% hits | potentiation, % at 10 µM | D(2) dopamine receptor (Homo sapiens), P14416 | AID 485347, 2010;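 active = potentiation over 3 SD above the plate norm, cut at about 30% in these data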; note: 0% is about no effect
Target sequence (P14416 whole entry, looked up): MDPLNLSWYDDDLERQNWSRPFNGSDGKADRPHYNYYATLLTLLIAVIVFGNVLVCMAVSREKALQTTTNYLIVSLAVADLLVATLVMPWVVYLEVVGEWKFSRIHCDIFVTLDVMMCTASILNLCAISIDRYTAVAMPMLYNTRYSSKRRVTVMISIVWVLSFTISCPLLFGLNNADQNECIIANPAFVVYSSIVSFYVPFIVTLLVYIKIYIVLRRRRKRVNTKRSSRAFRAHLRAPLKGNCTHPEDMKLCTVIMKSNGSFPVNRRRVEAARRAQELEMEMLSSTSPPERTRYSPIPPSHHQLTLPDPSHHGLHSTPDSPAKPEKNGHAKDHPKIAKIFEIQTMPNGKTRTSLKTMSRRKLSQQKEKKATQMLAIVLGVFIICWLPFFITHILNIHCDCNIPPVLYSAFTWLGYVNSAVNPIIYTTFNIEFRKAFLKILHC
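Calcium flux readout, no-wash dye, 1 read/s. Inducible HEK293 Trex D2 line, overnight 30 C. Compound alone 180 s (agonist flags), then EC20 dopamine, another 180 s to score potentiation.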
TRHR PAM – qHTS for Small Molecule Agonists and Allosteric Enhancers of Human TRH Receptor: Primary Screen for Enhancers. Thyrotropin-releasing hormone receptor (Homo sapiens), P34981. TRHR cells, fluo-8 calcium fluorescence, EC20 TRH enhancement. enhancement, % at 2 µM. 360,000 compounds, 0.66% hits; in the data active = enhancement above about 30%; note: 0% is about no effect
Target sequence (P34981 whole entry, looked up): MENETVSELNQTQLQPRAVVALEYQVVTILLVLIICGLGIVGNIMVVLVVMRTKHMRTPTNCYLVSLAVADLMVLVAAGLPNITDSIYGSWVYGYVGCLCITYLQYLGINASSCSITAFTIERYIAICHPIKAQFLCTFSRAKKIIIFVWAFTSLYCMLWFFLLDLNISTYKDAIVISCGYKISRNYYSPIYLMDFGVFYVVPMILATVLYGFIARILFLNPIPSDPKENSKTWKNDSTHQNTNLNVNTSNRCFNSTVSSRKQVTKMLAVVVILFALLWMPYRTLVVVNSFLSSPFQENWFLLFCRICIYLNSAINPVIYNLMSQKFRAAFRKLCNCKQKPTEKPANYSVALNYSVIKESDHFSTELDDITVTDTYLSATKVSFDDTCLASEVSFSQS
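Enhancer read-out: after compound pinning and an initial kinetic agonist-mode read, an EC20 of TRH (10 nM final) was injected and fluo-8 calcium signal (Ex 480/Em 530) followed at 1 s/cycle for 100 cycles in TRHR-expressing cells.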
D1 ag – Allosteric Agonists of the Human D1 Dopamine Receptor: qHTS | D(1A) dopamine receptor (Homo sapiens), P21728 | 360,000 compounds, 1% hits | activation, % at 2 µM | AID 504660, 2011 | HEK293 T-REx D1 cells, calcium flux, agonist mode; in the data active = activation above about 30%; note: 0% is about no effect
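Tetracycline-induced HEK293 TREx D1 cells, force-coupled to calcium signalling, were dye-loaded with a no-wash calcium kit. Compound was pin-added after a 10 s baseline. Fluorescence was read kinetically at 1 cycle/s for 180 s, with calcium rises flagged as agonism.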
D2 antagonist – HTS Assay for Allosteric Antagonists of the Human D2 Dopamine Receptor: Primary Screen for Antagonists | D(2) dopamine receptor (Homo sapiens), P14416 | HEK293 TREx D2 cells, calcium flux, dopamine EC80 | inhibition, % at 10 µM | 340,000 compounds, 2% hits | AID 485344, 2010; in the data active = inhibition above about 30%; note: 0% is about no effect
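Cells plated overnight at 30 C with tetracycline; no-wash calcium dye, 30–90 min RT; 10 s baseline; compound pinned; 180 s read; EC80 dopamine added; another 180 s read.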
D2 agonist – HTS Assay for Allosteric Agonists of the Human D2 Dopamine Receptor: Primary Screen for Agonists; 340,000 compounds, 0.53% hits; activation, % at 2 µM; HEK293 T-REx D2 cells, calcium flux agonist mode; D(2) dopamine receptor (Homo sapiens), P14416;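 active = activation over 3 SD above normal in the single-dose calcium agonist read, cut at about 30% in these data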; note: 0% is about no effect
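Tetracycline-induced HEK293 T-REx cells with force-coupled D2 receptor, plated overnight at 30 C, loaded with no-wash calcium dye. After a 10 s baseline, compound was pin-added and calcium flux read kinetically for 180 s; calcium rises flagged agonists.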
D1 PAM – Potentiators of Human D1 Dopamine Receptor: qHTS; D(1A) dopamine receptor (Homo sapiens), P21728; HEK293 TREx D1 cells, calcium flux, dopamine EC20 potentiation; potentiation, % at 10 µM; 360,000 compounds, 0.036% hits; AID 504651, 2011; in the data active = potentiation above about 30%; note: 0% is about no effect
RXFP1 antag – qHTS Assay for Antagonists of the Relaxin Receptor RXFP1 | 350,000 compounds, 0.59% hits | activity change, negative = inhibition, % at 57.5 µM | HEK293-RXFP1, relaxin-stimulated cAMP HTRF, 30 min; hits give low values;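 active = activity change of -60% or lower, but not beyond a set lower limit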; note: % is set by controls: 0 for no effect and ±100 for the full control effect
RXFP1 ag – qHTS Assay for Agonists of the Relaxin Receptor RXFP1 | Potency, µM (titrated, usually from 57.5 µM), without a hit: at the top dose activation, usual class: activators | AID 2676, 2010 | Relaxin receptor 1 (Homo sapiens), Q9HBX9 | 370,000 compounds, 0.3% hits | HEK293T-RXFP1 cAMP TR-FRET, 30 min; response scale: percent of porcine relaxin response, buffer zero; active = well fitted activation curve with a large enough effect; note: potency is the fitted concentration of half-maximal effect; % is set by controls: 0 for no effect and ±100 for the full control effect; nearly all actives have a fitted effect of over 60% in size; many of its hits are not listed in these tables
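cAMP rise read by TR-FRET after 30 min, 37C compound exposure (up to 58 uM) in RXFP1-transfected HEK293 cells with Ro 20174 present. EC50 from Hill-equation fits, with 29 nM porcine relaxin as 100% and buffer as basal.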
D1 antagonist – Antagonist of Human D 1 Dopamine Receptor: qHTS | D(1A) dopamine receptor (Homo sapiens), P21728 | HEK293 TREx D1 cells, calcium flux, dopamine EC80; hits give low values | activity change, negative = inhibition, % at 10 µM | 360,000 compounds, 3.2% hits | AID 504652, 2011; in the data active = activity change below about -30%; note: % is set by controls: 0 for no effect and ±100 for the full control effect
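Compound effects on dopamine-evoked calcium signalling were measured in tetracycline-induced HEK293 Trex D1 cells. Dopamine at EC80 followed a 180 s compound pre-read, and fluorescence was tracked kinetically for 180 s more.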
Numbers without * were called inactive; . = not tested or not shown; & = joins results of further samples. A portion of the library; count on the stated rates, not on these rows.

Key to letters: A = D2 potentiator; B = TRHR PAM; C = D1 ag; D = D2 antagonist; E = D2 agonist; F = D1 PAM; G = RXFP1 antag; H = RXFP1 ag; I = D1 antagonist
1	Cc1cc(C)nc(Sc2c(C)n[nH]c2C)n1
  A: -3 | B: -7 | C: 0 | D: 32* | E: 0.8 | F: -2 | G: -10 | H: 0.2% | I: -8

2	Nc1cccc2c1C(=O)N(CCOc1ccc(F)cc1)C2=O
  A: 4 | B: 2 | C: 11 | D: -3 | E: -1.2 | F: -8 | G: 0 | H: 6.2% | I: 2

3	Cc1cc(OCC(=O)Nc2ccc3c(c2)OCCO3)ccc1Cl
  A: -2 | B: 1 | C: 5 | D: 14 | E: -0.6 | F: -5 | G: -5 | H: 0.1% | I: -4

4	COc1cccc(/C=N/NC(=O)c2cc(C34CC5CC(CC(C5)C3)C4)[nH]n2)c1
  A: 11 | B: -11 | C: 2 | D: -7 | E: 0.0 | F: 6 | G: -16 | H: 0.3% | I: 3

5	Cc1ccc(C)c(NC(=O)C2CCN(c3nn4c(=O)cc(C)nc4s3)CC2)c1
  A: 10 | B: -1 | C: -1 | D: . | E: -0.7 | F: -3 | G: . | H: 4.3% | I: -10

6	Cc1cc(=O)oc2ccc(OCC(=O)N(Cc3ccc(F)cc3)Cc3ccco3)cc12
  A: . | B: -5 | C: 17 | D: . | E: . | F: -6 | G: -1 | H: 0.1% | I: -42*

7	COc1cc(NC(=O)c2sc3nc(C)nc(N4CCOCC4)c3c2C)cc(OC)c1OC
  A: -2 | B: 3 | C: -1 | D: 17 | E: -3.5 | F: -7 | G: -15 | H: 6.2% | I: -3

8	CC(C)(C)OC(=O)N1CCC[C@H]1C(=O)OCC(=O)Nc1cc(S(C)(=O)=O)ccc1Cl
  A: 4 | B: 0 | C: 1 | D: -24 | E: 0.4 | F: -3 | G: -9 | H: -3.1% | I: -13

9	CCCN(CCC)C(=O)c1ccc2nc(-c3ccc(OC)c(OC)c3)c(-c3ccc(OC)c(OC)c3)nc2c1
  A: 1 | B: 0 | C: 2 | D: -1 | E: -1.0 | F: 6 | G: 3 | H: 0.5% | I: 17

10	COc1cccc(/C=N/NC(=O)c2ccc(OCc3cccc(Br)c3)cc2)c1
  A: 15 | B: 18 | C: 14 | D: . | E: . | F: -11 | G: -13 | H: -0.2% | I: -23

11	COc1cccc(CNc2ccc3[nH]c(=O)[nH]c3c2)c1OCc1ccccc1
  A: 10 | B: -2 | C: 5 | D: 16 | E: 1.0 | F: -4 | G: -32 | H: 0.2% | I: -22

12	COC(=O)c1ccc(C(=O)NN)cc1
  A: -3 | B: 14 | C: 1 | D: -7 | E: -0.7 | F: -3 | G: -21 | H: 1.0% | I: -6

13	CC(NS(=O)(=O)c1ccc(Br)cc1)C(=O)NC1CCCCCC1 (configuration not stated)
  A: 1 | B: 6 | C: 1 | D: -9 | E: -0.6 | F: -3 | G: -13 | H: 1.7% | I: 16

14	O=C(CCc1ccc(S(=O)(=O)NC2CCCCC2)cc1)N(Cc1ccccc1)Cc1ccccc1
  A: -9 | B: -8 | C: 12 | D: . | E: . | F: -7 | G: -6 | H: -1.5% | I: -21

15	COc1ccc(S(=O)(=O)N2CCC[C@H]2C(=O)NCc2ccc(Cl)cc2)cc1
  A: -4 | B: -3 | C: 1 | D: 9 | E: -0.1 | F: -3 | G: -1 | H: -2.7% | I: 0

16	c1ccc(-c2ccccc2-c2nc(-c3ccncc3)no2)cc1
  A: 13 | B: -17 | C: 4 | D: 13 | E: -0.7 | F: 1 | G: 1 | H: 3.0% | I: -8

17	Cc1cc(OCC(=O)N2CCOCC2)ccc1NC(=O)c1ccccc1C
  A: 3 | B: 5 | C: 4 | D: 8 | E: -0.8 | F: -6 | G: 5 | H: 4.5% | I: -17

18	CN(CCC#N)C(=O)CC1(Cc2ccccc2)CCOC(C)(C)C1 (configuration not stated)
  A: -18 | B: -1 | C: -1 | D: -5 | E: -0.1 | F: -3 | G: 17 | H: 2.0% | I: -1

19	CCS(=O)(=O)N1CCN(c2c(Cl)cccc2[N+](=O)[O-])CC1
  A: 9 | B: -2 | C: 3 | D: -15 | E: -0.5 | F: -6 | G: -1 | H: 2.6% | I: -21

20	COC(=O)CN1C(=S)N(c2ccc(OC)cc2)C(=O)/C1=C/c1ccc(OC)cc1
  A: 0 | B: 3 | C: 6 | D: 0 | E: 0.9 | F: 1 | G: -6 | H: -0.3% | I: -4

21	O=C(COc1ccc(Nc2ccccc2)cc1)OCC(=O)N1CCCCC1
  A: -5 | B: -4 | C: 11 | D: 4 | E: -1.3 | F: -3 | G: 2 | H: -2.1% | I: -37*

22	CCOc1ccccc1NC(=O)COC(=O)CC(C)(C)CC1=NS(=O)(=O)c2ccccc2N1
  A: -13&-4 | B: 2&16 | C: 1&6 | D: 18 | E: 0.2&-0.3 | F: -1&-1 | G: 2 | H: 1.9%&1.1% | I: -6&-11

23	CC(C)N(Cc1ccccc1)S(=O)(=O)c1ccc2c(c1)NC(=O)CO2
  A: 15 | B: 21 | C: 1 | D: -13 | E: -0.4 | F: 1 | G: -24 | H: -3.1% | I: 3

24	CC(=O)Nc1cccc(NS(=O)(=O)c2cc3c4c(c2)CCN4C(=O)CC3)c1
  A: -3 | B: -7 | C: 1 | D: 1 | E: 0.3 | F: -2 | G: -5 | H: 9.1% | I: 13

25	CNc1nc(NC)nc(-n2c(C(F)(F)F)nc3ccccc32)n1
  A: . | B: -3 | C: 2 | D: . | E: . | F: 5 | G: -1 | H: 2.4% | I: -1

26	Cc1ccc(OCC(=O)NC(C)c2ccccc2)cc1 (configuration not stated)
  A: 6 | B: -5 | C: -5 | D: 20 | E: -0.3 | F: -10 | G: 11 | H: 0.4% | I: -13

27	COc1cc(NC(=O)COC(=O)/C=C/c2ccc(Cl)cc2Cl)cc(OC)c1
  A: 4 | B: 1 | C: 1 | D: -11 | E: 1.7 | F: 16 | G: 1 | H: 0.1% | I: 1

28	COc1cccc(CN(CC(=O)NCc2ccccc2)S(=O)(=O)CCl)c1
  A: 3 | B: 0 | C: -1 | D: 1 | E: -0.1 | F: 3 | G: . | H: 1.0% | I: 2

29	COc1cc(-c2n[nH]c(=S)n2-c2ccccc2C(F)(F)F)cc(OC)c1OC
  A: -1 | B: -3 | C: 11 | D: 6 | E: 0.4 | F: -1 | G: -14 | H: 12% | I: 5

30	COC(=O)CNC(=O)C1CCN(C(=O)OCc2ccccc2)CC1
  A: 6 | B: 3 | C: 2 | D: 3 | E: 0.4 | F: -5 | G: -2 | H: -0.9% | I: -3

31	CCn1c(COc2cc(C)cc(C)c2)nnc1SCC(=O)N1CCN(c2ccccc2)CC1
  A: 9 | B: 2 | C: 1 | D: -11 | E: -0.9 | F: -1 | G: 8 | H: 1.4% | I: -5

32	Fc1ccc(NC(=S)Nc2ccccc2OC(F)F)cc1Cl
  A: 7 | B: 4 | C: 16 | D: 9 | E: 2.4 | F: -10 | G: 12 | H: 1.1% | I: -6

33	CCOc1ccccc1CNC(=O)CCNS(=O)(=O)c1ccc2[nH]c(=O)oc2c1
  A: 3 | B: 1 | C: 2 | D: -11 | E: -0.3 | F: 0 | G: 1 | H: -4.3% | I: 6

34	O=C(NCC1(N2CCOCC2)CCCCC1)c1ccc(S(=O)(=O)Nc2ccccc2F)cc1
  A: -3 | B: -8 | C: 5 | D: 11 | E: 0.6 | F: -4 | G: -3 | H: -0.4% | I: -2

35	Cc1n[nH]c(C)c1Cc1ccc(C(=O)O)cc1
  A: 1 | B: -7 | C: 4 | D: -16 | E: 3.5 | F: 1 | G: -27 | H: 0.4% | I: -7

36	COCCCNC(=S)NNC(=O)c1csc2ccccc12
  A: -4 | B: -2 | C: 2 | D: -4 | E: 0.1 | F: -4 | G: 13 | H: 1.3% | I: -4

37	CCCCCn1c(Sc2ccccc2)nc2c1c(=O)[nH]c(=O)n2C
  A: 5 | B: -6 | C: -1 | D: 31* | E: -0.5 | F: -5 | G: . | H: 2.1% | I: -17

38	COC(=O)c1ccc(COc2nc(C)cc(C)c2C#N)o1
  A: 4 | B: -1 | C: 0 | D: 3 | E: -0.1 | F: -2 | G: -1 | H: 0.3% | I: 0

39	Cc1ccc(Cl)cc1Nc1sc(C(=O)c2ccc(F)cc2)c(N)c1S(C)(=O)=O
  A: 12 | B: -2 | C: 9 | D: . | E: -1.0 | F: -4 | G: -31 | H: 3.0% | I: 6

40	O=C(O)CCNS(=O)(=O)c1ccc(Oc2ccccc2)cc1
  A: -11 | B: 1 | C: -1 | D: -10 | E: -2.5 | F: 14 | G: -2 | H: 0.0% | I: 19

Part of the list above, in markdown:
| # | Structure | D2 potentiator | TRHR PAM | D1 ag | D2 antagonist | D2 agonist | D1 PAM | RXFP1 antag | RXFP1 ag | D1 antagonist |
| --- | --- | --- | --- | --- | --- | --- | --- | --- | --- | --- |
| 33 | CCOc1ccccc1CNC(=O)CCNS(=O)(=O)c1ccc2[nH]c(=O)oc2c1 | 3 | 1 | 2 | -11 | -0.3 | 0 | 1 | -4.3% | 6 |
| 37 | CCCCCn1c(Sc2ccccc2)nc2c1c(=O)[nH]c(=O)n2C | 5 | -6 | -1 | 31* | -0.5 | -5 | . | 2.1% | -17 |
| 32 | Fc1ccc(NC(=S)Nc2ccccc2OC(F)F)cc1Cl | 7 | 4 | 16 | 9 | 2.4 | -10 | 12 | 1.1% | -6 |

Other structures:
Key to letters: A = D2 potentiator; B = TRHR PAM; C = D1 ag; D = D2 antagonist; E = D2 agonist; F = D1 PAM; G = RXFP1 antag; H = RXFP1 ag; I = D1 antagonist
41	CCC(=O)N1C(=O)CCN(C(C)=O)c2ccccc21
  A: -10 | B: -3 | C: 1 | D: -1 | E: 0.1 | F: -4 | G: -9 | H: 1.0% | I: 3

42	CCOc1ccc(C(=O)Nc2ccc(S(=O)(=O)N3CCOCC3)cc2)cc1OCC
  A: 1 | B: -5 | C: 1 | D: -9 | E: -2.5 | F: 14 | G: -25 | H: 0.2% | I: 4

43	CCn1c(-c2csc(C(C)C)c2)n[nH]c1=S
  A: 5 | B: -3 | C: 8 | D: 15 | E: -1.6 | F: -6 | G: -9 | H: -1.1% | I: -17

44	O=S(=O)(/C=C/c1ccccc1)Nc1ccc(N2CCOCC2)cc1
  A: -9 | B: -1 | C: 4 | D: -1 | E: 0.3 | F: -7 | G: -9 | H: 0.0% | I: 11

Screens from PubChem BioAssay.
